TRAIL sens C8: sensitizes caspase-8 expressing cells to TRAIL; inhibition (viability loss, TRAIL sensitization), % at 10 µM; NB7+C8 cells + TRAIL, ATPlite viability luminescence; AID 624354; 1% of 360,000 active;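 active = compounds causing at least 50% loss of cell viability in the single-dose screen, relative to plate controls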
TROY signal inh: inhibitors of TROY-dependent NF-kB signaling; inhibition, % at 10 µM; 0.98% of 360,000 active; Q293 LMP1-TROYcd NF-kB luciferase reporter, 4 h; AID 1347056;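 active = compounds whose plate-normalised and pattern-corrected inhibition of the luciferase reporter signal at the single screening dose is 50% or more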
TRPM1 prom inh: inhibitors of MITF-driven TRPM1 promoter in melanoma cells | 0.83% of 330,000 active | SK-MEL-5 TRPM1 promoter luciferase, 24 h | inhibition, % at 12.5 µM;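 active = mean inhibition across replicates of 60% or more, whatever share of single replicates reaches that level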; note: values of inactives mirror those of a sister screen read the other way
CF NFkB block: blocks PAF-induced NF-kB reporter in cystic fibrosis cells; KKLEB NF-kB-GFP reporter, GFP fluorescence overnight; inhibition, % at 5 µM; 0.86% of 360,000 active; AID 588850;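 active = at least 50% inhibition at 5 µM, scaled per plate between neutral and stimulator controls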;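 note: PAF is a Pseudomonas aeruginosa culture filtrate used as stimulus; plate controls were PAF-stimulated DMSO wells for no effect and unstimulated DMSO wells for full effect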
Shn3 3UTR inh: reduces Shn3 3'UTR luciferase signal in osteoblasts. AID 588674. Clone20 osteoblast Shn3 3'UTR firefly luciferase, 24 h. 0.52% of 360,000 active. inhibition, % at 12.5 µM;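 active = mean inhibition of at least 75% with every replicate also reaching 75%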;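 note: 0% = median of neutral control wells and 100% = pilot-screen positive control compound; some compounds past the cut are filed as inactive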
KKLEB cytotox: counter-screen for CF NF-kB inhibitors: cytotoxicity; 0.36% of 360,000 active; AID 602141; KKLEB CF airway cells viability, ATPlite luminescence, overnight; hits give low values; cells stimulated with P. aeruginosa culture filtrate; activity change (cytotoxicity), % at 5 µM;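 active = corrected activity change at or below -50% at 5 µM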
TWEAK-Fn14 inh: TWEAK-Fn14 signaling inhibition. TWEAK-stimulated Fn14 reporter cells, luciferase luminescence, 8 h. inhibition, % at 10 µM. 2% of 360,000 active. AID 1159606; in the data active = inhibition above about 50%
NR2E3 ag-1: human photoreceptor-specific nuclear receptor agonism | 0.35% of 360,000 active | AID 602229 | Q9Y5X4 | CHO-S Gal4-NCOR/VP16-NR2E3 two-hybrid, luciferase | inhibition of corepressor binding, % at 3.98 µM;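 active = inhibition above the mean of all tested compounds plus 3 SD, cut at about 70% in these data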;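 note: 0% = DMSO with NR2E3 transfected cells and 100% = cells lacking NR2E3 construct; higher means lower luciferase signal from less NR2E3 corepressor binding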
Target sequence (Q9Y5X4 whole entry, looked up, the tested form may be a part): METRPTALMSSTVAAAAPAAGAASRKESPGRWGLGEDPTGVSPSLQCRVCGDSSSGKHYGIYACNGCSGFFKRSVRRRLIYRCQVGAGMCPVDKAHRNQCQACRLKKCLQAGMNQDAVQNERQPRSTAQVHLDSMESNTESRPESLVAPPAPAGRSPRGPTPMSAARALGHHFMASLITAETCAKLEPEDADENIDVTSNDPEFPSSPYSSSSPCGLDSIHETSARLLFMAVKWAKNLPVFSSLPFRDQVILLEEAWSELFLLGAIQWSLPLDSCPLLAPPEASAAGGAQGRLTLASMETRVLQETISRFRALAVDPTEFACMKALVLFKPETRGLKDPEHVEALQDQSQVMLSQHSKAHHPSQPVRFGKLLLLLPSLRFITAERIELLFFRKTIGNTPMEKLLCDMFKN
HIF-2a inh: blocks HIF-2a reporter activity; 786-0 RCC cells HIF-2a reporter, luciferase luminescence, overnight; inhibition, % at 18.8 µM; 0.72% of 360,000 active;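 active = inhibition of the luminescence signal of 40% or more relative to plate controls, in a single-dose primary screen at 18.75 µM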
NR2E3 ag-2: agonists of human nuclear receptor NR2E3; Q9Y5X4; GST-NR2E3/biotin-RetCOR TR-FRET, 1536-well; inhibition of corepressor binding, % at 4.78 µM; 0.12% of 320,000 active; AID 2300;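 active = percent inhibition above the cutoff of mean plus 3 SD of all tested compounds, set per screening campaign, cut at about 20% in these data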;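 note: 0% = DMSO wells and 100% = biotin wells as full block of FRET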
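System: GST-NR2E3 and biotin-RetCOR proteins; probe or stimulus: 7 nM biotin-RetCOR; doses: compound at 4.8 µM, single dose; schedule: Compound–protein incubation for 5 h at 4 °C; detection: time-resolved FRET; read-out: percent inhibition; controls: biotin wells as high control, 0.6% DMSO wells as low control; format: 1536-well plates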
Peg3 promoter: Peg3 promoter activity inhibition; HeLa PEG-Prom luciferase reporter, luminescence, overnight; inhibition, % at 20 µM; 1.7% of 360,000 active; AID 588405;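 active = inhibition of at least 50% at 20 µM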
* = called active by the depositor; / = no result given. Only part of the results is shown. The share of hits here may be higher or lower than overall.

SMILES	TRAIL sens C8	TROY signal inh	TRPM1 prom inh	CF NFkB block	Shn3 3UTR inh	KKLEB cytotox	TWEAK-Fn14 inh	NR2E3 ag-1	HIF-2a inh	NR2E3 ag-2	Peg3 promoter
COc1ccc(/C=N\NC(=O)c2c(C)nc3ccc(Br)cn23)cc1	-27	23	28	36	4	-19	-10	-17	-2	-1	17
Cc1nnc(SC(C)C(=O)NCC2CCCO2)n1-c1ccccc1 (stereo not drawn)	5	-4	-3	-1	6	3	-3	-2	11	1	6
CCN(CC)CC(C)(C)NS(=O)(=O)c1ccc(Cl)cc1	3	5	3	0	-17	-10	-6	-4	-1	4	-11
CN(Cc1ccccc1)C1=CC(=[N+]2CCCC2)CC(C)(C)C1	26	46	77*	-6	88*	0	41	-11	7	0	24
CC1CCCN(C(=O)c2ccc3c(=O)n(Cc4ccc5c(c4)OCO5)c(=S)[nH]c3c2)C1 (stereo not drawn)	23	25	4	-20	27	5	-11	3	-5	-5	-6
CN(c1ccccc1)c1nc2ccsc2c(=O)s1	12	-47	-99	0	-79	-11	-21	-96	-261	3	-196
Cc1cc(C)cc(NC(=O)CSc2ccc(-c3ccco3)nn2)c1	5	-12	5	-14	12	5	-8	-16	-36	1	-27
O=C(NCc1ccc(F)cc1)C(c1ccccc1)N(C(=O)c1csnn1)C1CCCC1 (stereo not drawn)	-3	-4	-2	0	7	7	3	-34	17	-1	10
Cc1ccc(-n2c(C)c(C)c3c(NCCCO)ncnc32)cc1	6	7	-60	-16	21	1	-4	-123	-206	/	-176
CSc1ccc(CN2CCC(n3nccc3NC(=O)c3ccccc3C)CC2)cc1	4	4	3	-6	-10	-4	21	-11	1	-3	0
O=c1oc2ccccc2c(O)c1/C=N/c1ncccn1	9	-13	11	12	27	0	7	0	-9	2	23
COc1cc(C(=O)O)ccc1Cl	-12	27	-12	15	10	2	36	-21	-1	-4	0
CN(Cc1ccccc1)C(=O)c1[nH]cnc1C(=O)Nc1cccc(Cl)c1	12	-12	-43	1	-38	1	-28	-35	-222	1	-161
COc1cc([N+](=O)[O-])ccc1NC(=O)NCc1ccccn1	1	-37	-7	-10	-3	9	-12	-12	-37	2	-10
Cc1cccn2c(=O)c3cc(C(=O)NC4CCCCC4)n(C)c3nc12	9	-20	-9	-2	-7	-14	-19	11	-30	-1	-18
CC(C)(C)c1ccc(C(=O)CS(=O)(=O)c2ccccc2)cc1	11	15	-101	4	11	-16	-4	-118	-269	2	-292
C[C@H]1CCC(=O)N([C@H](CSc2ccc(Br)cc2)Cc2ccccc2)CC1	7	-3	1	14	30	-20	-2	-18	6	2	11
NC(=O)C1=CN(Cc2ccc(Cl)cc2)CCC1C(F)(F)F (stereo not drawn)	15	-4	-2	-9	3	1	15	6	10	5	6
CC(Sc1nncn1C)C(=O)Nc1nnc(C(C)C)s1 (stereo not drawn)	-3	3	-1	-5	-18	7	14	-21	2	0	-12
CCCCN(C(=O)CNC(=O)c1ccco1)C(C(=O)NC1CCCC1)c1ccc(OC)cc1 (stereo not drawn)	-9	-8	2	-1	3	-2	-1	-5	9	2	19
COc1c(C)cccc1C(=O)NCCCNC(=O)c1ccc(C)nc1	-9	-2	4	3	5	0	-1	14	-5	5	13
COc1ccccc1-c1cnc(C(O)c2ccc(Cl)c(F)c2)[nH]1 (stereo not drawn)	-2	5	/	-8	8	8	7	-22	1	/	24
O=C1N(Cc2cccc(Cl)c2)C[C@@H]2C[C@@H](c3c[nH]c4ccccc34)N3CCC[C@@]123	3	-1	19	-3	8	-11	15	0	17	-1	9
CC1(C(=O)NS(=O)(=O)c2ccccc2C(F)(F)F)CCN1C(=O)CCc1ccccc1 (stereo not drawn)	-3	4	/	-10	-12	-5	5	-19	6	/	10
CCOP(=O)(OCC)/C(C#N)=C(\O)c1ccc(OC)cc1	-1	7	2	-12	0	1	-21	4	13	0	5
O=C(N/N=C/c1ccc2nccnc2c1)c1cccc([N+](=O)[O-])c1	7	-33	-5	-3	-28	9	-14	6	-52	1	-21
COc1ccc(C)cc1S(=O)(=O)N1CC(C)OC(C)C1 (stereo not drawn)	-2	7	3	-4	-30	4	16	9	10	-1	14
CCC(C)Nc1nc(N)c([N+](=O)[O-])c(Nc2ccccc2OC)n1 (stereo not drawn)	-5	-15	0	36	0	-9	11	20	12	-2	60*
CCCCn1c(SCC(=O)N2CCOCC2)nc2c1c(=O)n(C)c(=O)n2C	-22	-16	6	-19	4	6	21	-10	13	0	5
CCN(CC)C1CCN(C(=O)CCc2nnc(CCc3ccccc3)o2)C1 (stereo not drawn)	-26	-3	-4	-8	/	-3	1	-2	4	-1	7
Cc1cccc2sc(N(CCN(C)C)C(=O)c3cc(Cl)sc3Cl)nc12	-1	-7	-7	-14	1	-1	-21	-5	10	-1	6
C[C@H](O)[C@@H]1CN2CCc3c([nH]c4ccccc34)[C@@H]2C[C@@H]1N(C)C(=O)Nc1cc(Cl)cc(Cl)c1	4	-5	/	2	-2	-2	7	-1	-4	/	22
Cc1ccc(Cn2cc(CN3CC(N4CCN(C5CCN(C)CC5)CC4)CS3(=O)=O)nn2)cc1 (stereo not drawn)	-4	5	/	/	/	/	4	-1	-1	/	/
O=C(NCc1ccccc1)c1cc(=O)nc2sc(-c3ccccc3)nn12	2	-9	10	-27	-23	4	-16	-15	-5	/	8
O=C(CCCN1C(=O)C2CC=CCC2C1=O)Nc1ccccc1Cl (stereo not drawn)	-8	-6	9	-37	-7	-5	-7	-29	5	1	-4
C=CCn1c(SCCC)nc2sc3c(c2c1=O)CCc1ccccc1-3	0	5	1	8	-7	7	13	-13	14	1	6
CCc1cc(-c2nc(N)ncc2-c2csc(C)n2)c(O)cc1OC	0	-2	6	-17	-8	-6	-5	8	21	2	8
Nc1nnc(SCC(=O)NNC(=O)c2ccccc2)s1	-10	-14	7	-4	49	5	-18	0	12	/	8
CC(OC(=O)Cn1cnc2c1c(=O)n(C)c(=O)n2C)C(=O)NC1(C#N)CCCCC1 (stereo not drawn)	5	9	-13	1	-6	-1	11	1	4	/	3
Cc1ccc(NC(=O)c2ccccc2NS(=O)(=O)c2ccc(Cl)s2)cc1	33	45	12	60*	51	-48	58*	95*	-74	1	39
COC[C@@H]1CCCN1[C@@H]1CS(=O)(=O)N[C@H]1COCc1ccccc1	-8	13	/	-18	5	2	8	5	6	/	-6
O=c1c2ccccc2nc(/C=C/c2ccc(Br)cc2)n1CCCO	-6	-38	-7	6	25	-2	-4	10	-61	-1	1
Cc1ccc(C)c(OCC(=O)Nc2cccc(S(=O)(=O)NC3=NCCCCC3)c2)c1	3	2	-6	16	33	1	-9	1	-4	1	26
COc1ccc(S(=O)(=O)N2CCC3(CC2)CC(=O)c2ccccc2O3)cc1	-13	13	-4	3	-2	-10	-7	-26	-7	4	-18
O=C(CCNS(=O)(=O)c1ccccc1F)NC1CCCCCC1	-25	0	-9	7	3	-9	-15	-5	-18	2	-21
COc1cc(CN(C)Cc2cc(=O)oc3cc(C)c(Cl)cc23)ccc1OC(F)F	8	11	3	36	15	3	-5	-11	1	0	12
COc1ncnc2c1ncn2CCCNC1CCN(Cc2ccccc2)CC1	0	-1	/	-23	-12	14	27	-5	-35	/	-5
Nc1ccccc1C(=O)NNC(=O)C(=O)/C=C(\O)c1ccccc1	-1	-62	/	-8	-13	12	-1	-81	-111	3	-22
Cn1nnnc1SCC(=O)NNC(=O)c1ccc(Br)cc1	17	7	-3	-9	0	0	1	-1	0	-1	14
CCOC(=O)C1CCCCN1C(=O)/C(=C/c1ccc(OC)cc1)c1ccc(OC)c(OC)c1 (stereo not drawn)	1	-3	4	-7	-5	-2	-9	8	11	/	10
Next records
SMILES	TRAIL sens C8	TROY signal inh	TRPM1 prom inh	CF NFkB block	Shn3 3UTR inh	KKLEB cytotox	TWEAK-Fn14 inh	NR2E3 ag-1	HIF-2a inh	NR2E3 ag-2	Peg3 promoter
CC(=O)c1ccc(NC(=O)c2ccc3c(Cl)c4c(nc3c2)CCCC4)cc1	16	18	-11	1	11	0	40	16	0	-5	42
CN(C(=O)C1CCOC1)c1nnc(-c2cccnc2)s1 (stereo not drawn)	0	-30	-13	-10	-28	8	-18	-3	-15	0	1
CCOc1ccc(/C=C2\SC(=S)N(NS(=O)(=O)c3ccc(C)cc3)C2=O)cc1OC	-22	33	8	19	0	-7	-30	-8	20	-4	12
COCCNC(=O)c1ccccc1-c1nc(-c2ccccc2Cl)no1	5	-35	-14	0	4	-2	-19	-28	-82	1	-62
Cc1ccccc1CSc1nnc(C)c(=O)[nH]1	-6	-25	/	15	-47	-11	19	-32	13	0	3
COC(=O)C1C(=O)C2=C(CC1C)Nc1ccccc1NC2c1cccs1 (stereo not drawn)	-10	7	2	25	11	-17	-7	-22	18	1	11
CC(C)(C)NC(=O)COC(=O)c1ccc(NC(=O)CC#N)cc1	-4	-1	5	6	6	-7	0	-19	10	6	-2
Cc1cc(N=NC(=O)c2ccccc2O)c2ccccc2c1O	14	-15	-1	0	-33	9	1	-139	-216	-9	-188
Cc1ccnc(NC(=O)Nc2ccc3c(c2)OCO3)c1	55*	-20	11	-18	-46	-26	47	-108	-136	4	-186
COCCNc1nc(-c2ccccc2)nc2ccccc12	-3	2	-2	-21	-3	2	-10	-7	-1	2	7

Overlap with the part before: 3 compounds, followed by the next part.
SMILES	TRAIL sens C8	TROY signal inh	TRPM1 prom inh	CF NFkB block	Shn3 3UTR inh	KKLEB cytotox	TWEAK-Fn14 inh	NR2E3 ag-1	HIF-2a inh	NR2E3 ag-2	Peg3 promoter
Cc1cc(N=NC(=O)c2ccccc2O)c2ccccc2c1O	14	-15	-1	0	-33	9	1	-139	-216	-9	-188
Cc1ccnc(NC(=O)Nc2ccc3c(c2)OCO3)c1	55*	-20	11	-18	-46	-26	47	-108	-136	4	-186
COCCNc1nc(-c2ccccc2)nc2ccccc12	-3	2	-2	-21	-3	2	-10	-7	-1	2	7
Cc1ccc(Cl)cc1NC(=O)COC(=O)CC1CCCCC1	-6	-23	3	-9	-13	4	-46	-15	-4	-2	0
CNc1ncc(C(=O)C(C)(C)C)s1	-8	/	-2	-6	1	6	12	-18	-16	0	3
CCOC(=O)C1C(c2ccccc2)C(C(=O)OCC)C1c1ccccc1 (stereo not drawn)	8	1	-9	1	11	4	-5	-16	-2	-1	3
COC(=O)Cc1ccc(NC(=S)NCCO)cc1	-8	1	0	4	-3	-4	0	23	12	2	-4
CC(C)Oc1ccc(CN2CCC(n3nccc3NC(=O)c3cccnc3)CC2)cc1	-2	3	3	16	-2	-8	1	-13	-1	1	-4
COc1cccc(CNc2nc3cc(-c4ccccc4C)sc3c(=O)n2C)c1OC	-4	23	/	9	18	-15	48	-27	-25	/	15
CN1CCN(S(=O)(=O)NC[C@H]2O[C@@H](n3cnc4c(N)ncnc43)[C@H](O)[C@@H]2O)CC1	-7	-12	-4	17	-12	-7	9	-26	14	/	-8
CCOc1ncccc1C(=O)Nc1cc(S(=O)(=O)N2CCOCC2)ccc1OCC(F)(F)F	1	5	15	10	36	-3	-8	2	5	/	-3

Bioassay records as filed in PubChem BioAssay.
